PfHsp40 yeast = rescue of yeast from PfHsp40 toxicity, primary screen, S. cerevisiae, ATP luminescence. S. cerevisiae expressing PfHsp40, growth rescue. growth rescue, % at 12.5 µM. 0.68% of 340,000 active; in the data active = growth rescue above about 28%, passing the limit was not always enough; inconclusive = no clear call, values can overlap the other calls;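 also: yeast W303a lacking pdr1 and pdr3 grown in galactose medium; growth measured after three days at 30 °C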
GDH-TPI counter = GDH-TPI coupling enzyme inhibitors, primary screen, artefact control for M. tuberculosis FBA inhibitor project, biochemical, absorbance, full deck. 1.2% of 360,000 active. inhibition, % at 4.8 µM. GDH-TPI coupled enzyme counterscreen, NADH absorbance. AID 588335, 2011; in the data active = inhibition above about 30%;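 also: 0% = DMSO wells and 100% = wells lacking the enzyme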
FadD28 binding = inhibitors of FadD28 bisubstrate probe binding, primary screen, biochemical, fluorescence polarization, single point; Mycobacterium tuberculosis FadD28 fatty-acid-AMP ligase; inhibition, % at 12.5 µM; 0.22% of 360,000 active; in the data active = inhibition above about 8.5%, passing the limit was not always enough; inconclusive = no clear call, values can overlap the other calls
TcdB GH inh = TcdB glycohydrolase inhibitors, primary screen, biochemical, single point, plate reader. 0.24% of 350,000 active. inhibition, % at 9.99 µM. Toxin B (Clostridioides difficile), P18177. TcdB glycohydrolase enzymatic assay; in the data active = inhibition above about 10%
Target sequence (P18177 whole entry, looked up): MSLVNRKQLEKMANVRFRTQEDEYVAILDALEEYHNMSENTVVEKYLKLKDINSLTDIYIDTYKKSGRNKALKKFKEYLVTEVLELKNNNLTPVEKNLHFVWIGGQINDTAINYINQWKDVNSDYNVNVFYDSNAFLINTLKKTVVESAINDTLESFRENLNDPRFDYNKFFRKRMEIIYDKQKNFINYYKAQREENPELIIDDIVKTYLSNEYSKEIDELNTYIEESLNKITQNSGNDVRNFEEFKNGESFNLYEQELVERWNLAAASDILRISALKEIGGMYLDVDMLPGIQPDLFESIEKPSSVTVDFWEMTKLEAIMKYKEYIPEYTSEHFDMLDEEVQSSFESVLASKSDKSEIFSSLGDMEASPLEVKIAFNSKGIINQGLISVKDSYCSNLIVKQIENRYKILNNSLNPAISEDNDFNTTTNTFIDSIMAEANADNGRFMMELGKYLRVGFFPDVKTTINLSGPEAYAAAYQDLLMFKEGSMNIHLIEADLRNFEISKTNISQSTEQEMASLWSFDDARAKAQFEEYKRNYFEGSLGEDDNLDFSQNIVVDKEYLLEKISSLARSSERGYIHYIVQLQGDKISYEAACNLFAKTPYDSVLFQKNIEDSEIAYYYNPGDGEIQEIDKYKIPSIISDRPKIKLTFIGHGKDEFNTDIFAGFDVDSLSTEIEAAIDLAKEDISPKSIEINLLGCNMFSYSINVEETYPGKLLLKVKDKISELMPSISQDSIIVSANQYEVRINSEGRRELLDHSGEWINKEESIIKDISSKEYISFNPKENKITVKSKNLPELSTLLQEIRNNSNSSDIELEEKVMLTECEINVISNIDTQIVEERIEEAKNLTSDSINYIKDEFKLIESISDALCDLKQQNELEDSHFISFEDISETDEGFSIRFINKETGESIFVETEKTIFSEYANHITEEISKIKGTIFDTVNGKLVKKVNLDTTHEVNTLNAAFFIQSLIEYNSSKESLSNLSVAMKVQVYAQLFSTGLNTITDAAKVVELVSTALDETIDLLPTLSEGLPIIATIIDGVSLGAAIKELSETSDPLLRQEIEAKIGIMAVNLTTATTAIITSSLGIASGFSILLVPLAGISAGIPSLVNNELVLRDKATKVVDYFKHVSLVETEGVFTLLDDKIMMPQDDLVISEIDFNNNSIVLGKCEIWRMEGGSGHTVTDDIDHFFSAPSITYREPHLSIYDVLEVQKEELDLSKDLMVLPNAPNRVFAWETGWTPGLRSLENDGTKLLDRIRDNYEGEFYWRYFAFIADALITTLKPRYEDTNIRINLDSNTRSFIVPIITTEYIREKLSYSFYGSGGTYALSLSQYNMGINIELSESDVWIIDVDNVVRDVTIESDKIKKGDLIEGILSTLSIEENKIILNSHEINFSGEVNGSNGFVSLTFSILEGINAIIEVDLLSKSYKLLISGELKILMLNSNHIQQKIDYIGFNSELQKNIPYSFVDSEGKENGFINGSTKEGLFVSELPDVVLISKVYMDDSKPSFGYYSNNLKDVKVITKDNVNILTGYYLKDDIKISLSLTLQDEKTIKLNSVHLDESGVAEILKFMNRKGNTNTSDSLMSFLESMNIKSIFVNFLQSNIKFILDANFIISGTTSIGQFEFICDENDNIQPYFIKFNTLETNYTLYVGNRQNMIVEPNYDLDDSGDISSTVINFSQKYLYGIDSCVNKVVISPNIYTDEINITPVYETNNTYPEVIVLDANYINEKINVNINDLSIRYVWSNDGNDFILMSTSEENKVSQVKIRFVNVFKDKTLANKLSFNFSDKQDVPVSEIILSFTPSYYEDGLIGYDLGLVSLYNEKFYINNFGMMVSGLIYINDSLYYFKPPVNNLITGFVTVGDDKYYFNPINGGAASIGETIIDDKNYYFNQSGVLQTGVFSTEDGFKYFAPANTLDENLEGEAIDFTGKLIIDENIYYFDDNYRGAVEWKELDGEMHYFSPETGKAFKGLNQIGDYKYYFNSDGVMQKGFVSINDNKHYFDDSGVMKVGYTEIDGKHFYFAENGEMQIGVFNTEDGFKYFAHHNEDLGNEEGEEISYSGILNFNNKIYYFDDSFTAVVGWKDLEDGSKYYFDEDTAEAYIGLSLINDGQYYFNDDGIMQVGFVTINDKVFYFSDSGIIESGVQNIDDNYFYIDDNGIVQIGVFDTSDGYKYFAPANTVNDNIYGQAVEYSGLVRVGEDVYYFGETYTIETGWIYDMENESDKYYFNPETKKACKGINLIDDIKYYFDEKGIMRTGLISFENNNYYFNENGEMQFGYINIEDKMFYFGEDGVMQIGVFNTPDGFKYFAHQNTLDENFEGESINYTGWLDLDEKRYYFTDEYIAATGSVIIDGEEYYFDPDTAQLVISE
UGM FP inh = M. tuberculosis UGM enzyme inhibitors, primary screen, biochemical, fluorescence polarization, single point; UDP-galactopyranose mutase (Mycobacterium tuberculosis (strain ATCC 25618 / H37Rv)), …; purified UGM, fluorescence polarization probe displacement; inhibition, % at 10 µM; 0.06% of 320,000 active; in the data active = inhibition above about 10%, passing the limit was not always enough; inconclusive = no clear call, values can overlap the other calls
BioA inh = M. tuberculosis BioA enzyme inhibitors, primary screen, biochemical, plate reader, single point, HTS; 7,8-diaminopelargonic acid synthase BioA (Mycobacterium tuberculosis); purified M. tuberculosis BioA enzyme; inhibition, % at 9.99 µM; 0.096% of 360,000 active; in the data active = inhibition above about 40%; inconclusive = no clear call, values can overlap the other calls
Vc quorum ag = inducers of Vibrio cholerae quorum light production without autoinducers, primary screen, BH1578 luxS cqsA deficient, single point. V. cholerae BH1578 lux reporter, luminescence, 6 h. activation, % at 18.7 µM. 0.16% of 350,000 active. AID 588436, 2011; in the data active = activation mostly above about 9.7%, no sharp cut-off; inconclusive = no clear call, values can overlap the other calls; inactive = mostly below about 3.7%; also: not every result past the cut was called active; inactives centre near 0; reference of the scale not given here
Y pestis TopoI = Yersinia pestis topoisomerase I inhibitors, primary screen, biochemical, cleavage product accumulation, plate reader, single point; Y. pestis Topo-I cleavage product accumulation; activity, % at 10 µM; 0.064% of 360,000 active; AID 504884, 2011; in the data active = activity above about 50%, passing the limit was not always enough; inconclusive = no clear call, values can overlap the other calls; also: inactives centre near 2
Mtb FBA inh = Mtb FBA enzyme inhibitors, primary screen, biochemical, fluorescence, strain H37Rv; 2.3% of 360,000 active; purified M. tuberculosis FBA, fluorescence read-out; inhibition, % at 1 µM; in the data active = inhibition above about 27%;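 also: 0% = vehicle and 100% = reference inhibitor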
Starred values were filed as active, the others as inactive; i = inactive; u = inconclusive; x = no result given; + = active, no number. Compounds as they come, and some 4.6% of all compounds hit somewhere here.

SMILES	PfHsp40 yeast	GDH-TPI counter	FadD28 binding	TcdB GH inh	UGM FP inh	BioA inh	Vc quorum ag	Y pestis TopoI	Mtb FBA inh
O=C(Nc1ncccc1O)c1c(O)c2ccccc2[nH]c1=O	0.7	-6	-6.1	0.1	1.5	x	-0.5	3	-5
CCCC(=O)C1=C(O)C(C(=O)OC)C(C)(C)CC1=Nc1ccc(N)cc1 (stereo unspecified)	0.4	17	-1.6	x	-0.4	-2.6	-1.9	-12	-1
N#Cc1ccc(-c2ccc(OCC(=O)NCC(=O)Nc3ccc(F)c(F)c3F)cc2)cc1	-0.1	11	0.4	4.1	-0.1	-1.7	3.8	13	30*
COc1ccc(-c2cc3ncnc(Cl)c3s2)cc1	-0.6	16	-0.5	0.5	1.4	-6.0	-0.6	0	+
COc1ccc(C(=O)OCC(=O)N2CCc3ccccc32)cc1S(=O)(=O)N1CCOCC1	-0.9	-11	-0.3	-0.6	x	x	x	20	-4
CCc1ccccc1NC(=O)C1(S(=O)(=O)c2ccc(C)cc2)CC1	-1.2	-4	0.4	0.6	-0.3	0.5	-0.4	13	-1
Cc1cnc(C(=O)OCc2nc3ccccc3o2)cn1	0.1	4	-1.2	0.3	0.0	-0.2	i	3	1
COc1ccc(OCC(O)CNCCNc2nccc(C(F)(F)F)n2)cc1 (stereo unspecified)	62*	-6	-0.7	1.3	-1.8	0.3	-0.2	3	1
O=c1[nH]nnc2c1ncn2C1OC(CO)C(O)C1O (stereo unspecified)	x	x	-3.3	-2.2	x	0.8	x	x	-3
CC1(C)C2CCC13CS(=O)(=O)NC3C2 (stereo unspecified)	0.4	5	3.2	x	-2.2	-1.7	-2.2	-5	0
CC(C)NC(C)C(=O)c1ccc2ccccc2c1 (stereo unspecified)	5.4	0	-1.6	0.8	1.3	3.1	12	1	5
Cc1cc([N+](=O)[O-])ccc1NCc1ccccc1[N+](=O)[O-]	-1.1	11	0.0	1.2	3.0	-2.4	-0.2	5	-7
O=C(NCC(c1cccs1)N1CCOCC1)c1ccc(Br)o1 (stereo unspecified)	-0.1	-5	0.1	x	-0.7	-0.4	i	-3	1
CCN(CC(=O)NC(C)C)C(=O)c1ccc(S(=O)(=O)N(C)c2ccccc2OC)cc1	-0.4	7	1.2	x	-0.8	-0.3	-1.4	5	1
COc1ccc(Cl)cc1NC(=O)c1ccccc1C	1.5	-1	-2.4	x	1.0	-3.8	i	-5	2
CCC(C)NC(=O)CCC(=O)OC1O[C@H]2OC3(C)CC[C@H]4[C@H](C)CCC(C1C)C24OO3 (stereo partly specified)	101*	-11	-3.0	0.1	2.9	0.8	i	5	-1
COCCCNC(=O)CCCCCNS(=O)(=O)c1ccc(Br)cc1	-1.1	-3	-0.8	0.7	-1.0	x	-0.4	-9	0
Cc1ccc(CNC2CCCCC2)s1	-1.0	5	-1.0	1.5	-1.1	0.0	i	1	3
C[C@H]1[C@@H](OS(=O)(=O)O)C[C@@H]2C[C@H]([C@@H](O)c3cc(=O)[nH]c(=O)[nH]3)NC3=NC[C@H]1N32	x	8	-2.1	x	x	-1.3	-0.3	4	1
Cc1ccc(SCC(=O)OCC(=O)N(C)C2CCS(=O)(=O)C2)cc1C (stereo unspecified)	2.1	4	0.0	0.1	-0.5	-0.5	-3.2	3	3
Cc1ccc(C(=O)N2CCN(c3cc4c(cc3[N+](=O)[O-])n(C)c(=O)n4C)CC2)cc1	-0.6	7	-3.0	0.7	3.0	6.2	-1.7	4	-1
CCCCNC(=O)N1CCN(C(c2ccccc2)c2ccccc2)CC1	u	12	-1.4	x	-5.9	x	i	32	-1
O=S(=O)(c1ccc(NC2CCCCC2)cc1)N1CCOCC1	0.6	3	-1.2	x	-0.1	3.0	i	1	1
CC(C)(C)C(=O)N1CCC(O)(CS(=O)(=O)Cc2ccccc2)CC1	-0.6	-7	-1.9	-4.0	1.6	1.2	-0.2	-11	4
Cc1nnc(NC(=O)CSc2ccc(-c3ccc(Cl)cc3)nn2)s1	-0.8	5	-3.1	0.7	-0.3	x	3.1	2	-4
CCOC(=O)C1=C(C)NC(=S)NC1c1ccc(-c2ccc(Cl)cc2)o1 (stereo unspecified)	6.3	6	1.5	-0.3	-1.0	x	-0.1	-6	-2
O=Cc1cn(CC(=O)Nc2ccc3c(c2)OCO3)c2ccccc12	-1.1	6	-0.5	0.7	-1.5	x	-0.4	2	0
COc1ccc(C(=O)COC(=O)c2cccc(-n3cnnn3)c2)c(OC)c1	-1.1	10	-0.2	-1.3	-0.3	-1.2	12	-5	6
O=C(CCC(=O)OCC(F)(F)C(F)F)NCc1ccccc1	0.5	2	-0.8	x	0.0	0.0	-0.3	1	-2
O=C1C=C(NC2CC2)C2(CCCCC2)O1	-0.2	0	-0.5	x	1.7	-4.5	i	-12	-1
Cc1ccc(-n2c3c(cc(C(=O)NCc4ccco4)c2=O)C(=O)CCC3)cc1	-1.5	3	1.4	0.5	0.0	31	i	-2	1
C=CCN(CC=C)C(=O)C1CCC(C(=O)N(CC=C)CC=C)CC1 (stereo unspecified)	-0.2	-6	-0.3	x	2.1	-0.6	i	-7	-1
COc1ccc(OC)c(CNC(=O)CCn2c(=O)c3cccn3c3ccc(F)cc32)c1	-1.4	-5	-3.9	0.8	2.7	-2.6	i	-8	-6
Cc1[nH]c2ccccc2c1C(=O)C(=O)NCCc1c[nH]c2ccccc12	-0.6	17	-0.2	0.2	1.3	1.5	i	5	-2
N#CC1(NC(=O)COC(=O)/C=C/c2ccc3ccccc3n2)CCCCC1	1.2	12	-3.1	0.8	-1.5	0.2	-0.3	9	2
COc1c(O)cccc1[C@@H](O)C1CCN(CCc2ccc(F)cc2)CC1	-0.3	11	-4.3	0.3	-1.2	-7.8	-11	-9	0
O=C(O)CSc1nnc(Cc2cccc3ccccc23)n1-c1cc(C(F)(F)F)cc(C(F)(F)F)c1	0.4	3	0.3	0.3	-1.4	0.9	0.2	6	3
O=C1C=C(c2ccc(Cl)cc2)C(=O)N1Nc1ccccc1	0.2	-8	-3.3	x	2.7	1.0	-0.8	-8	1
Fc1cccc(CSc2nc3ncccc3[nH]2)c1	-0.5	5	-0.4	x	1.7	x	i	2	0
O=C(Nc1nccs1)C(c1ccccc1)N1CCCCC1 (stereo unspecified)	-1.3	1	-0.5	1.1	-0.8	1.5	2.1	6	2
CC(C)C[C@H](NC(=O)c1nc[nH]c1C(=O)N[C@@H](CC(C)C)C(=O)OC(C)(C)C)C(=O)OC(C)(C)C	7.5	6	0.3	-3.0	-0.6	-0.8	0.0	6	-3
COc1ccc(C(=O)/C=C2\C(=O)Nc3ccc(Br)cc32)cc1	-0.2	3	-6.4	-0.4	x	x	i	-24	-4
O=C(/C=C/Nc1ccc(Br)cn1)c1cccc(OC(F)F)c1	1.7	12	-1.2	-0.1	0.3	-1.9	i	1	1
C=CCSC(=S)Nc1c(C)n(C)n(-c2ccccc2)c1=O	-0.2	1	-2.7	1.3	-0.2	x	i	4	3
CCn1c(SCc2ccc(C(=O)OC)o2)nc2sc3c(c2c1=O)CCCC3	0.5	3	-4.2	x	0.7	-0.2	-0.5	5	0
CCC1CN(C(=O)N2CCC(C(=O)NCc3ccccc3C)CC2)c2ccccc2O1 (stereo unspecified)	0.1	8	-2.8	1.3	-1.3	-1.1	-0.5	25	2
Cc1ccc(NC(=O)Nc2ccc([N+](=O)[O-])cc2)nc1	0.0	4	-2.7	1.5	2.8	x	-0.1	3	1
Cc1ccccc1-c1nn(-c2ccccc2)cc1C(=O)NCC(c1ccco1)N1CCCC1 (stereo unspecified)	-1.0	-2	-1.1	0.3	2.1	1.4	i	13	1

Shown as comma-separated lines: entries from further up.
Compound,PfHsp40 yeast,GDH-TPI counter,FadD28 binding,TcdB GH inh,UGM FP inh,BioA inh,Vc quorum ag,Y pestis TopoI,Mtb FBA inh
Cc1ccc(NC(=O)Nc2ccc([N+](=O)[O-])cc2)nc1,0.0,4,-2.7,1.5,2.8,x,-0.1,3,1
O=C(O)CSc1nnc(Cc2cccc3ccccc23)n1-c1cc(C(F)(F)F)cc(C(F)(F)F)c1,0.4,3,0.3,0.3,-1.4,0.9,0.2,6,3
CC(C)C[C@H](NC(=O)c1nc[nH]c1C(=O)N[C@@H](CC(C)C)C(=O)OC(C)(C)C)C(=O)OC(C)(C)C,7.5,6,0.3,-3.0,-0.6,-0.8,0.0,6,-3
O=C1C=C(c2ccc(Cl)cc2)C(=O)N1Nc1ccccc1,0.2,-8,-3.3,x,2.7,1.0,-0.8,-8,1
Fc1cccc(CSc2nc3ncccc3[nH]2)c1,-0.5,5,-0.4,x,1.7,x,i,2,0
O=C(Nc1nccs1)C(c1ccccc1)N1CCCCC1 (stereo unspecified),-1.3,1,-0.5,1.1,-0.8,1.5,2.1,6,2
Cc1ccccc1-c1nn(-c2ccccc2)cc1C(=O)NCC(c1ccco1)N1CCCC1 (stereo unspecified),-1.0,-2,-1.1,0.3,2.1,1.4,i,13,1

Continued.
SMILES	PfHsp40 yeast	GDH-TPI counter	FadD28 binding	TcdB GH inh	UGM FP inh	BioA inh	Vc quorum ag	Y pestis TopoI	Mtb FBA inh
Cc1nc2ccc(NS(=O)(=O)c3cccc([N+](=O)[O-])c3)cc2s1	-0.7	0	-6.8	1.9	1.3	1.4	i	0	-2
CCN1/C(=C/c2cccc[n+]2C)Sc2ccc(OC)cc21	0.9	-1	0.1	-1.4	3.8	-1.0	-0.4	-1	-9
COc1cccc(C2c3c(-c4cc(Cl)c(C)cc4O)n[nH]c3C(=O)N2Cc2cccnc2)c1 (stereo unspecified)	-0.1	3	-1.1	x	-3.6	12	x	8	3
CC(C)NC(=O)COc1ccc(OCc2ccccc2)cc1	-1.4	-3	-0.9	-1.3	-0.8	x	x	0	1
CCOC(=O)c1cc(-c2ccccc2)n(CCC(=O)O)c1C	0.2	8	-4.4	0.4	3.7	0.0	-7.1	9	-1
CCOc1ccc(-c2cnc(SCC(N)=O)nc2N)cc1	0.7	11	0.8	x	-0.5	19	-0.3	-6	3
CNc1[nH]c(=O)[nH]c(=O)c1N=Nc1cc(Cl)ccc1Cl	x	3	-0.9	1.1	0.8	0.9	-0.3	0	0
CC(C)n1c(=S)[nH]c2ccccc21	-0.1	2	0.3	x	-0.2	0.2	-8.3	3	0
O=C(O)CCc1nc2cc(C(F)(F)F)ccc2n(Cc2ccccc2)c1=O	-2.3	17	-2.4	-0.3	0.4	2.7	-0.6	7	0
CCCCN1CCCCC1(C)C(=O)NCc1cccc(OC)c1 (stereo unspecified)	x	4	-0.6	0.5	x	1.0	0.5	-1	5
CCN(CC)C(=O)CN1C(=O)COCC1=O	-0.3	7	0.4	-1.0	1.1	-2.5	-0.4	-6	2
O=C(Cn1cnc([N+](=O)[O-])c1)c1ccc(Cl)cc1	3.2	5	-0.7	1.7	0.7	-0.7	-0.5	-4	1
CCC(=O)NC(=S)Nc1ccc(NC(=O)c2ccc(OC)cc2)cc1	-0.3	8	-1.9	-0.5	0.4	x	-0.3	5	-1
S=C(Nc1cccnc1)Nc1ccccn1	-0.9	-4	-0.1	x	-0.2	x	0.0	11	2
Cc1ccc(NC(=O)c2ccc(=O)[nH]c2)cc1S(=O)(=O)N1CCCCCC1	2.7	4	-28	-0.3	-2.1	1.3	i	14	-1
